# Screens deposited in PubChem by National Center for Advancing Translational Sciences (NCATS).
# mIDH1 inhibitor – inhibitors of human mutant IDH1 R132H. 390,000 tested, 0.093% active. IDH1-R132H enzyme, NADPH consumption, diaphorase/resazurin fluorescence. Potency, µM (top dose mostly 76.6 µM), without a hit: top-dose activity change, negative = inhibition, most hits filed as inhibitors. AID 602179. O75874; further: on the % scale 0 is the no-effect control and ±100 the full control effect; nearly all actives have a fitted effect of over 65% in size
# Target sequence (O75874 whole entry R132H, stated change not applied): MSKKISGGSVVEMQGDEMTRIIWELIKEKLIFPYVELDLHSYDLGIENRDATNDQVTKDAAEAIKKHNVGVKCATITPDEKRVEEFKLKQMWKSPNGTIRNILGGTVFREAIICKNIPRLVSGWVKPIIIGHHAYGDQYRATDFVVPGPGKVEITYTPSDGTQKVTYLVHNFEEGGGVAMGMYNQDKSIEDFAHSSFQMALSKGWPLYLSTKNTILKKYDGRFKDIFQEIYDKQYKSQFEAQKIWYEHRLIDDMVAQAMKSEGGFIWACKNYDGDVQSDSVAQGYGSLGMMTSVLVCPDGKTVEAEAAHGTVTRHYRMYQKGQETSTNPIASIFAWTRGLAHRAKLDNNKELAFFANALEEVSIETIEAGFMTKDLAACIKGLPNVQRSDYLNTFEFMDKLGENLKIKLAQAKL
#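 IDH1-R132H (0.5 ug/mL) preincubated 30 min with compound, then NADPH (0.016 mM) and alpha-KG (2 mM) added; 80 min at RT, pH 7.5. Remaining NADPH coupled via diaphorase/resazurin to fluorescence (540/590 nm); concentration-response curves normalized to no-enzyme control.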
# TrxR1 substrate – is turned over as a substrate by rat TrxR1. O89049. purified TrxR1 substrate turnover, NADPH consumption readout. Potency, µM (series often up to 114 µM), inactives show top-dose activity change, negative = substrate turnover. 390,000 tested, 0.01% active. AID 588456; further: on the % scale 0 is the no-effect control and ±100 the full control effect; nearly all actives have a fitted effect of over 50% in size
#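 Rat TrxR1, dispensed at 90 nM, was prereduced with 400 uM NADPH (final) for 5 min at ~22 deg C, then incubated with compound 15 min before 400 uM selenite. A first-read NADPH fluorescence drop versus no-compound background flagged substrates.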
# RGS4 inhibitor – inhibitors of human regulator of G protein signaling 4. P49798. Transcreener GDP fluorescence polarization, RGS4-accelerated GTP hydrolysis. Potency, µM (doses to about 114 µM), without a hit: top-dose activity change, negative = inhibition, hits mostly inhibitors. 390,000 tested, 0.039% active. AID 504845; further: on the % scale 0 is the no-effect control and ±100 the full control effect; nearly all actives have a fitted effect of over 75% in size; some results filed as inactive show a strong effect at the top dose
# Target sequence (P49798 whole entry, looked up): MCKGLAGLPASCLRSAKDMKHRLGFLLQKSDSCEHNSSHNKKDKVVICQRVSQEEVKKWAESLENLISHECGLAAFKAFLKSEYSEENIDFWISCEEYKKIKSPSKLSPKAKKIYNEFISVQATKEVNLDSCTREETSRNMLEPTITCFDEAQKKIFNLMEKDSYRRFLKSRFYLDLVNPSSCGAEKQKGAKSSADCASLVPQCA
#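 MLSMR compounds (23 nl, pin-transferred) preincubated 10 min at room temperature with a 500nM (2x) first reagent, then RGS4 at 900nM (2x) plus Transcreener GDP mix added; fluorescence polarization (620/688 nm) read before and after 90 min at 30 °C.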
# Vif-A3F inh – inhibitors of Vif-A3F interaction | HeLa A3F-eYFP + Vif (tagged APOBEC3F with the HIV-1 protein that degrades it), YFP fluorescence increase | Potency, µM (series often up to 46.1 µM), for the others: top-dose activity, negative = active | AID 602313 | 390,000 tested, 0.2% active; further: % of control where 0% means no effect; nearly all actives have a fitted effect of over 65% in size
#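 HeLa cells stably expressing Vif plus C-terminally eYFP-tagged A3F were seeded, incubated overnight at 37 deg C, dosed with compound, incubated overnight again at 37 deg C. Yellow fluorescence (Ex 488/Em 500-530) reported blocked Vif-mediated A3F-eYFP degradation.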
# RXFP1 agonist – agonists of human relaxin receptor RXFP1 | Q9HBX9 | Potency, µM (series often up to 57.5 µM), for the others: at the top dose activation, actives largely listed as activators | 370,000 tested, 0.3% active | HEK293T-RXFP1 cAMP TR-FRET, 30 min; response scale: percent of porcine relaxin response, buffer zero; further: on the % scale 0 is the no-effect control and ±100 the full control effect; nearly all actives have a fitted effect of over 60% in size; many of its hits are not listed in these tables
#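 Agonist response is measured as cAMP accumulation in an RXFP1-transfected HEK293T line under PDE4 inhibition. Values are scaled between buffer-only and 29 nM porcine relaxin, and EC50s come from standard Hill equation fits.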
# USP1 inh – inhibitors of human USP1/UAF1 deubiquitinase. O94782. Potency, µM (titrated, usually from 57.1 µM), for the others: at the top dose activity change, negative = inhibition, most hits filed as inhibitors. 390,000 tested, 0.23% active. AID 743255. recombinant USP1/UAF1, Ub-Rhodamine cleavage fluorescence; further: on the % scale 0 is the no-effect control and ±100 the full control effect; nearly all actives have a fitted effect of over 60% in size; inactives centre near -12
#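 Step one: compound is pinned into 1nM USP1/UAF1 in HEPES pH 7.8 buffer with TCEP. Step two: 15 min room-temperature incubation. Step three: Ub-Rho (150nM final) starts cleavage, tracked by fluorescence over six one-minute reads.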
# ALOX12 inh – blocks human arachidonate 12S-lipoxygenase. purified 12hLO, xylenol orange hydroperoxide absorbance. 580,000 tested, 1.1% active. Potency, µM (top dose mostly 108 µM), inactives show top-dose activity change, negative = inhibition, usual class: inhibitors; further: on the % scale 0 is the no-effect control and ±100 the full control effect
#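 Purified human 12hLO at 150 nM in 25 mM Hepes, 0.01% Triton X-100, pH 7.0, preincubated 15 min at room temperature with compound. Reaction started with 40 uM arachidonic acid, 30 min at room temperature. Hydroperoxide measured by Fe-xylenol orange, 573/405 nm absorbance ratio.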
# rTrxR1 inhibitor – inhibitors of rat thioredoxin reductase 1 | recombinant rTrxR1, NADPH fluorescence consumption, selenite substrate | O89049 | Potency, µM (series often up to 114 µM), for inactives: at the highest dose activity change, negative = inhibition, usual class: inhibitors | 390,000 tested, 1% active | AID 588453; further: on the % scale 0 is the no-effect control and ±100 the full control effect; nearly all actives have a fitted effect of over 65% in size
#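 Rat TrxR1 (90 nM in the dispensed reagent) was pre-reduced with 400 uM NADPH for 5 min at room temperature, then incubated with compound for 15 min. After 400 uM selenite was added, NADPH fluorescence (Ex 340/Em 450 nm) was followed for 8 min.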
# Vif-A3G inh – Vif-A3G binding inhibition; Potency, µM (top dose mostly 46.1 µM), for inactives: at the top dose activity, negative = active, hits mostly inhibitors; Q9HC16; 410,000 tested, 0.076% active; HeLa A3G-eYFP + Vif (tagged APOBEC3G with the HIV-1 protein that degrades it), YFP fluorescence, overnight;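 further: on the % scale 0 is the no-effect control and ±100 the full control effect; nearly all actives have a fitted effect of over 60% in size; hits raise eYFP signal because A3G escapes Vif-driven loss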
# Target sequence (Q9HC16 whole entry, looked up): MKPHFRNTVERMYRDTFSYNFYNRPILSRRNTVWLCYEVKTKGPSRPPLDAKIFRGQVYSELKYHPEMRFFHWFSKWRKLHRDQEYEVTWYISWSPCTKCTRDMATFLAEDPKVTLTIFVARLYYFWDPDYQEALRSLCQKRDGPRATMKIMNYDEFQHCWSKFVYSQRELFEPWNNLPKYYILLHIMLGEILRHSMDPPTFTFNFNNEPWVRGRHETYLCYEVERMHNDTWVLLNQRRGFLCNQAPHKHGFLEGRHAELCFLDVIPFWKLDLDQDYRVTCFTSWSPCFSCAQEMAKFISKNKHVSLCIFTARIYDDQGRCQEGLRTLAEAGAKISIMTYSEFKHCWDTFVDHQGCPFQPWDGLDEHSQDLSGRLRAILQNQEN
#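 HeLa cells stably expressing Vif and C-terminally eYFP-tagged A3G, seeded overnight at 37 deg C, then exposed to compound by pintool overnight at 37 deg C. Rise in yellow fluorescence (Ex 488/Em 500-530, Acumen) marks blocked Vif-driven A3G degradation.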
# * = called active by the depositor; i = inactive; ? = inconclusive; · = no result given; [ ] = dose if it differs, or a comment. The call rests on the fitted dose curve; in most records, active means well fitted curve in the direction sought with a large enough effect; inconclusive means small, poorly fitted or top-dose-only effect, or another doubt; inactive means no such curve, though single readings can be large; an effect the other way counts as inactive or inconclusive. Potency means the concentration at half of the fitted maximal effect. An excerpt; the hit share may differ from the screen's.
SMILES,mIDH1 inhibitor,TrxR1 substrate,RGS4 inhibitor,Vif-A3F inh,RXFP1 agonist,USP1 inh,ALOX12 inh,rTrxR1 inhibitor,Vif-A3G inh
Cc1c(CCOC(=O)c2ccc([N+](=O)[O-])cc2)sc[n+]1CC(=O)c1ccccc1,-3%,-8%,-4%,-9%,1.2%,-13%,-17%,-29%,1%
O=S(=O)(c1ccc(F)cc1)n1ccc2cccnc21,1%,0%,-35%,-9%,0.2%,-18%,-7%,3%,2%
CC(C)C(O)(C#CCN1CCCCC1)C(C)C,1%,-12%,-12%,-1%,-3.6%,-18%,10%,-16%,3%
CN1CCN(c2ccc([N+](=O)[O-])cc2C(=O)c2ccc(Br)cc2)CC1,2%,-2%,-7%,-2%,-5.8%,-17%,-15%,6%,?
Cc1ccc(-n2cnn(-c3ccc([N+](=O)[O-])cc3[N+](=O)[O-])c2=O)cc1,0%,1%,-16%,-19%,4.2%,-16%,-4%,9%,-2%
Cc1ccc(S(=O)(=O)NC2CCCC2)cc1C(N)=O,0%,5%,-32%,3%,3.3%,-18%,0%,17%,1%
Cc1cccc(Cn2cnc3c(oc4ccccc43)c2=O)c1,-9%,-12%,16%,1%,2.3%,-17%,4%,-3%,-1%
O=C(c1ccc([N+](=O)[O-])o1)N1CCc2ccccc21,7%,-7%[57.1 µM],-13%,-4%,1.0%,-21%,17%,-21%[57.1 µM],-16%
OCCC1CN(Cc2cnn(-c3ccccc3Cl)c2)CCN1Cc1ccsc1 (configuration not stated),0%,16%[57.1 µM],22%,0%,2.9%,-15%,-13%,42%[activator][57.1 µM],0%
Cc1ccc(-c2nnc(N(C)C(=O)c3ccncc3)s2)cn1,10%,2%,-21%,5%,1.4%,-2%,0%[57.4 µM],7%,-3%
Cn1c(SCC(=O)Nc2nc(C(C)(C)C)cs2)nnc1C1CC1,0%,-3%,9%,-1%,-1.2%,-12%,0%,31%,1%
CC1CCCCN1C(=O)c1ccc2c(c1)N(Cc1ccc(F)cc1)C(=O)c1ccccc1S2(=O)=O (configuration not stated),-2%,0%,8%,-16%,0.7%,-15%,0%,39%[activator],-5%
N#C/C(=C\c1ccc(OCc2ccccc2)cc1)C(=O)Nc1ccc(C(=O)O)cc1,4%,18%,-29%,-20%,-0.5%,-2%,-10%,16%,0%
COC(=O)c1ccc(C)c(NC(=O)CCn2[nH]c(=O)ccc2=O)c1,2%,8%[57.1 µM],-4%,2%,·,?,?,5%[57.1 µM],0%
O=C(NCc1ccon1)C1CCC(=O)N(CCc2cccc(F)c2)C1 (configuration not stated),3%,-5%,19%,-1%,0.5%,1%,-15%,4%,0%
CCCCOc1ccc(-c2nn(-c3ccccc3)cc2C2NC(=O)NC(C)=C2C(=O)OCC)cc1 (configuration not stated),-5%,-3%,-1%,-20%,-0.6%,-29%,?,19%,-2%
Nc1ccc(-n2nnnc2-c2ccco2)cc1,6%,6%,4%,-8%,0.2%,-15%,11%,23%,-3%
CCc1ccc(NC2=NCC(=O)N2c2ccc3c(c2)OCCO3)cc1,1%,2%,-5%,-7%,-0.2%,-4%,?,7%,1%
CCOC(=O)C1=C(C)Nc2nc(SCc3cccnc3)nn2C1c1ccc(OC)cc1 (configuration not stated),2%,10%[57.1 µM],-5%,2%,2.0%,-16%,81%[activator],10%[57.1 µM],0%
CCN(CC)C(=O)CSc1nc(N)c(C#N)c(-c2cccs2)c1C#N,1%,18%[57.1 µM],-13%,1%,?,-11%,0%,5%[57.1 µM],0%
O=C(Oc1cccc(NC2=NS(=O)(=O)c3ccccc32)c1)c1cccnc1,0%,0%,5%,-8%,1.7%,-24%,8%,10%,-10%
Cc1nn(-c2nc3ccccc3s2)c(N)c1-c1ccccc1,4%,9%,-1%,-3%,2.0%,-11%,-2%[57.4 µM],19%,0%
COc1ccc(Cl)cc1C(=O)NNC(=O)CCNC(C)=O,2%,-5%,-13%,-4%,-0.5%,-2%,10%,10%[57.1 µM],-10%
Cc1nn(CC(=O)Nc2ccc(N3CCOCC3)cc2)c(C)c1Cl,-4%,2%,10%,-3%,-2.9%,-13%,0%,14%,1%
Cn1c(N)c(C(=O)COC(=O)c2cccnc2Cl)c(=O)n(C)c1=O,1%,13%[57.1 µM],-7%,-10%,19%,-18%,-9%,19%[57.1 µM],-2%
COc1ccccc1C(=O)NC(CCSC)C(=O)NCC(c1ccccc1OC)N1CCCC1 (configuration not stated),3%,-2%,-1%,-10%,-0.2%,-8%,-7%,-1%,1%
O=C(CCCN1C(=O)c2ccccc2C1=O)NCc1cccnc1,1%,10%,-16%,-12%,2.4%,-18%,0%,28%,-2%
COc1cc2ccccc2cc1C(=O)Nc1ccncc1,-3%,3%[57.1 µM],-7%,7%,1.1%,-6%,-16%,-1%[57.1 µM],0%
O=C(COC(=O)c1cc(=O)[nH]c(=O)[nH]1)Nc1ccccc1F,-4%,7%[57.1 µM],-3%,-25%,·,-14%,8%,2%[57.1 µM],-6%
Cc1ccc(S(=O)(=O)N2CCN(Cc3cc(C(C)C)ccc3O)CC2)cc1,1%,-13%,5%,·,-0.8%,-9%,-5%,-3%,1%

# 6 compounds picked at random from those above:
SMILES,mIDH1 inhibitor,TrxR1 substrate,RGS4 inhibitor,Vif-A3F inh,RXFP1 agonist,USP1 inh,ALOX12 inh,rTrxR1 inhibitor,Vif-A3G inh
O=C(COC(=O)c1cc(=O)[nH]c(=O)[nH]1)Nc1ccccc1F,-4%,7%[57.1 µM],-3%,-25%,·,-14%,8%,2%[57.1 µM],-6%
O=C(Oc1cccc(NC2=NS(=O)(=O)c3ccccc32)c1)c1cccnc1,0%,0%,5%,-8%,1.7%,-24%,8%,10%,-10%
N#C/C(=C\c1ccc(OCc2ccccc2)cc1)C(=O)Nc1ccc(C(=O)O)cc1,4%,18%,-29%,-20%,-0.5%,-2%,-10%,16%,0%
O=S(=O)(c1ccc(F)cc1)n1ccc2cccnc21,1%,0%,-35%,-9%,0.2%,-18%,-7%,3%,2%
O=C(c1ccc([N+](=O)[O-])o1)N1CCc2ccccc21,7%,-7%[57.1 µM],-13%,-4%,1.0%,-21%,17%,-21%[57.1 µM],-16%
Nc1ccc(-n2nnnc2-c2ccco2)cc1,6%,6%,4%,-8%,0.2%,-15%,11%,23%,-3%

# More results follow.
SMILES,mIDH1 inhibitor,TrxR1 substrate,RGS4 inhibitor,Vif-A3F inh,RXFP1 agonist,USP1 inh,ALOX12 inh,rTrxR1 inhibitor,Vif-A3G inh
CC(=NNC(=O)Cn1ccc(C(F)(F)F)n1)c1ccc(-n2ccnc2)cc1,0%,-12%,12%,7%,·,-15%,8%,16%[57.1 µM],0%
CC(C)C(NC(=O)c1ccc(F)cc1)C(=O)OCC(=O)N1CC(=O)Nc2ccccc21 (configuration not stated),4%,7%,4%,6%,-0.7%,-18%,9%,16%,-3%
Cc1ccc(C(=O)OCC(=O)Nc2c(C)n(C)n(-c3ccccc3)c2=O)cc1[N+](=O)[O-],6%,4%,3%,-9%,2.9%,-16%,-2%,11%,2%
O=C(CCc1ccccc1)NNC(=O)COc1ccc([N+](=O)[O-])cc1,-8%,1%,8%,-1%,0.1%,-2%,i,5%,5%
Cc1ccc(NC(=O)CCCc2c[nH]c3ccccc23)nc1,-1%,-6%,15%,-11%,3.6%,-15%,53%[activator],7%,2%
CNc1nc2ccccc2n1CC(=O)c1ccccc1,0%,0%[57.1 µM],-1%,4%,1.8%,-18%,-8%,6%[57.1 µM],0%
CCOc1ccccc1NC(=O)Cn1c(=O)nc(-c2ccccc2F)c2cc(Cl)ccc21,-1%,3%[57.1 µM],24%,-6%,0.0%,?,-15%,21%[57.1 µM],1%
CN(C(=S)Nc1ccccc1)c1ccccc1,-3%,6%[57.1 µM],26%,3%,2.2%,-6%,-19%,-8%,-2%
NS(=O)(=O)c1ccc(NNC(=O)c2cccs2)cc1,11%,0%[57.1 µM],-36%,5%,0.1%,-9%,-1%,?,0%
Cc1ccn2c(=O)c(NC(=O)COc3ccccc3)c(C)nc2c1,-3%,-6%,-13%,11%,4.6%,-9%,-8%,-12%,0%
c1ccc(-c2csc(CN3CCCCC3)n2)cc1,7%,8%[57.1 µM],-5%,-8%,·,-20%,-1%,4%[2.29 µM],-1%
CC(=O)NC(CCCN1C(=O)c2ccccc2C1=O)c1nnn(C)n1 (configuration not stated),-6%,0%,-18%,2%,5.3%,-10%,-6%,12%,0%
Cc1cc(C)c2oc(=O)cc(CN3CCN(Cc4ccc5c(c4)OCO5)CC3)c2c1,6%,8%[57.1 µM],34%,0%,1.7%,1%,?,8%[57.1 µM],2%
